High-throughput results deposited in PubChem by National Center for Advancing Translational Sciences (NCATS).
USP2a inh = blocks human ubiquitin-specific protease USP2a; O75604; USP2 core, Ub-CHOP2 coupled fluorogenic reporter, 485/531; Potency, µM (highest dose often 38.3 µM), for inactives: top-dose activity change, negative = inhibition, usual class: inhibitors; 330,000 tested, 0.01% active;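 note: potency is the fitted concentration of half-maximal effect; plate controls were DMSO wells for no effect and full inhibition by NEM control for full effect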
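USP2 core (10nM final) preincubated 30min RT with compound in 20mM Tris-HCl pH 8.0, 2mM CaCl2, 2mM beta-mercaptoethanol, 0.05% CHAPS; 25nM Ub-CHOP2 plus 25nM reporter substrate added, fluorescence (Ex485/Em531) read after 60min.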
TSHR antagonist = antagonists of human thyroid stimulating hormone receptor | P16473 | activity change, negative = inhibition, % at 11.5 µM | TSHR-expressing cells, TSH-stimulated cAMP HTRF, 2 h; active compounds read low | 330,000 tested, 0.2% active;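 active = activity change below a set negative limit, meaning inhibition stronger than a set level, cut at about -70% in these data; inconclusive = activity change between two set negative limits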; note: % is set by controls: 0 for no effect and ±100 for the full control effect
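TSHR-expressing cells were treated with compounds, then stimulated with TSH at EC80 (4nM final) for 2 hours at 37 deg C. Cellular cAMP was measured by HTRF competition between lysate cAMP and cAMP-d2 for a cryptate-labelled anti-cAMP antibody.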
A-T KAP1 phos = potential ataxia-telangiectasia treatment | […] A-T fibroblasts, KAP-1 phosphorylation AlphaLISA; neocarzinostatin DNA damage 30 min before lysis | Potency, µM (series often up to 57.5 µM), for inactives: at the highest dose activation, usual class: activators | 320,000 tested, 0.19% active | AID 485349; note: potency is the fitted concentration of half-maximal effect; % of control where 0% means no effect; nearly all actives have a fitted effect of over 45% in size
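ATM-like activity read as KAP-1 phosphorylation via AlphaLISA donor/acceptor antibody pairs after lysis and 6 hr at 25C. Cells were ATM-null patient fibroblasts ([…], hTERT), dosed 60 min, then exposed to the DSB inducer NCS for 30 min.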
KCNH2 3.1 inh = KCNH2 3.1 (human) potassium channel inhibition | 340,000 tested, 0.95% active | activity change, % (tested at about 1.8 µM) | AID 720553 | U2OS KCNH2 3.1, thallium flux FluxOr; active compounds read low;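 active = maximum activity change below -70%; inconclusive = maximum activity change from -70% to -50%; inactive = maximum activity change above -50%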;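 note: thallium influx rate constant from kinetic fluorescence after stimulation buffer; % is set by controls: 0 for no effect and ±100 for the full control effect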
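Kinetic fluorescence (2 min after stimulation buffer) measures Tl+ influx through KCNH2 3.1 expressed by viral transduction in U2OS cells; the rate constant is normalized against DMSO controls serving as positive and negative references.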
Mito fusion act = inhibitors of mitochondrial division or activators of mitochondrial fusion; S. cerevisiae fusion-defective mutant growth rescue, CellTiterGlo 48 h; Potency, µM (series often up to 46.1 µM), without a hit: top-dose growth rescue (activation), actives largely listed as activators; 320,000 tested, 0.23% active;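 note: potency is the fitted concentration of half-maximal effect; % of control where 0% means no effect; nearly all actives have a fitted effect of over 45% in size; temperature-sensitive fusion mutants such as fzo1-1 at 37 °C on non-fermentable ethanol glycerol medium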
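Growth-rescue viability read-out: after 48 h at the non-permissive 37C in glycerol/ethanol YPEG, yeast mitochondrial fusion mutants are measured by CellTiterGlo luminescence; compounds (23 nl pinned per well) restoring growth score as division inhibitors or fusion activators.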
TRPV1 agonist = activates the human vanilloid receptor TRPV1 | TRPV1-expressing cells, Fluo-8 calcium influx, agonist mode | activation, % at 8.33 µM | 320,000 tested, 0.19% active; in the data active = activation above about 80%; inconclusive = between about 30% and that limit; note: 0% is about no effect
Target sequence (Q8NER1 whole entry, looked up): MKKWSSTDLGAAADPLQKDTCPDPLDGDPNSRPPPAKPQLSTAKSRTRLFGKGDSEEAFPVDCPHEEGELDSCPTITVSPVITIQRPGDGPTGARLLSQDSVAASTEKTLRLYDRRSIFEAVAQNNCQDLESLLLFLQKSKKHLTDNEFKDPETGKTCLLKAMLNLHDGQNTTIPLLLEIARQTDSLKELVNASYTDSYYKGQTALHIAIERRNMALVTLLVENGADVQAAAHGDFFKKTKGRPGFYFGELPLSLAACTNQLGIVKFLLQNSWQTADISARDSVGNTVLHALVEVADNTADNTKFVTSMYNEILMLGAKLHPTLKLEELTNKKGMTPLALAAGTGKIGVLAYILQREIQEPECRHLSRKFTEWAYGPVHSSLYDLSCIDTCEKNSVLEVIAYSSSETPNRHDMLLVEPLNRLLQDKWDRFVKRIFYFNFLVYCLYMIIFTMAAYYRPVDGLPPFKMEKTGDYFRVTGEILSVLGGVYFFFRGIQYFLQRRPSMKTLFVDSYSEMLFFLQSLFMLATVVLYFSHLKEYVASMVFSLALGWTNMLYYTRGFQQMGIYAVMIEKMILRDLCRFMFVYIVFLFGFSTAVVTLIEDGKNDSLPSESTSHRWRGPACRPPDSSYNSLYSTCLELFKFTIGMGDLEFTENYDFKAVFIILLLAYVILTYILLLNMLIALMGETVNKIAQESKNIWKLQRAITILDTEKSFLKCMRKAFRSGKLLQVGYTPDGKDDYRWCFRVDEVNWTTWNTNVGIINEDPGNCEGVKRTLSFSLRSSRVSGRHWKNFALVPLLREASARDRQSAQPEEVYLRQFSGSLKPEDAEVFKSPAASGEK
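TRPV1-expressing cells were cultured overnight at 35.5C and loaded with Fluo-8 calcium dye for 40 to 90 min at room temperature. After a 10 s baseline, compound was added and calcium influx was read kinetically for 3 min (ex 480/em 520 nm).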
ELG1 repair inh = ELG1-dependent DNA repair inhibition; HEK293T ELG1-luciferase reporter, luminescence, 16 h; DNA damage induced by 5-fluorouridine; Potency, µM (doses to about 46.1 µM), inactives show at the highest dose activity change, negative = inhibition, usual class: inhibitors; 330,000 tested, 2.3% active; AID 504467; note: potency is the fitted concentration of half-maximal effect; % is set by controls: 0 for no effect and ±100 for the full control effect; nearly all actives have a fitted effect of over 55% in size
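HEK293T cells expressing luciferase-tagged ELG1 (2,000/well) received 5-Fluorouridine plus compound or DMSO for 16 hr at 37 °C. Luciferase was read by ONE-Glo luminescence after 30 min at room temperature.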
TCR act = activators of T cell receptors; 330,000 tested, under 10 active; primary human leukocytes, anti-CD3, IL-2 HTRF, 48 h; AID 504894; Potency, µM (highest dose often 9.22 µM), for the others: at the highest dose activation of IL-2 secretion, usual class: activators; note: % of control where 0% means no effect
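TCR engagement came from a-CD3 beads alone, with compounds added to primary human leukocytes for 48 hr. Secreted IL-2 bridged europium cryptate- and d2-labelled anti-IL-2 antibodies, giving FRET emission at 665nm after 320nm excitation.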
hERG WT inh = inhibitors of human wildtype KCNH2 potassium channel. Q12809. U2OS, BacMam KCNH2, thallium flux FluxOr; active compounds read low. activity change, % at 1.84 µM. 340,000 tested, 0.37% active. AID 720551;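 active = maximum activity change below -70%; inconclusive = maximum activity change between -70% and -50%; inactive = maximum activity change above -50%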; note: % is set by controls: 0 for no effect and ±100 for the full control effect
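U2OS cells were transduced with wild-type KCNH2 virus (2.03 x 10^8 / mL) for 4 h at room temperature, then cultured overnight at 37 C. Thallium flux was read with FluxOr dye. Rate constants were normalized to DMSO controls.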
Eya2 phos inh = blocks the phosphatase activity of human Eya2; O00167; recombinant Eya2, OMFP fluorescence dephosphorylation (OMFP is methylfluorescein phosphate); Potency, µM (top dose mostly 76.9 µM), without a hit: top-dose activity, negative = inhibition, most hits filed as inhibitors; 330,000 tested, 0.006% active; note: potency is the fitted concentration of half-maximal effect; % is set by controls: 0 for no effect and ±100 for the full control effect
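Eya2 protein (added as 0.2 uM solution) was preincubated with compound for 10 min at ambient temperature in 50 mM HEPES pH 7.5, 50 mM NaCl, 5 uM MgCl2, 0.05% BSA, 1 mM DTT. OMFP (added at 50 uM) then reacted 10 min; fluorescence read at 485/525 nm.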
* = called active by the depositor; ? = inconclusive; . = not tested or not shown; [ ] = dose if it differs, or a comment. Unless noted, calls come from the whole dose curve; as a rule, active = well fitted curve in the direction sought with a large enough effect; inconclusive = small, poorly fitted or top-dose-only effect, or another doubt; inactive = no such curve, though single readings can be large; an effect the other way counts as inactive or inconclusive. A portion of the library, so the mix of outcomes need not match the whole.

The opening 4 records, to show the layout:
Fields: USP2a inh	TSHR antagonist	A-T KAP1 phos	KCNH2 3.1 inh	Mito fusion act	TRPV1 agonist	ELG1 repair inh	TCR act	hERG WT inh	Eya2 phos inh
- CC1Cc2ccccc2N1C(=O)CSc1nc(-c2ccco2)cc(C(F)(F)F)n1 (stereo not drawn)
  1%	0	10%	2	-3%	0	-14%	6%	2	-1%
- CCc1cccc(NC2c3ccccc3C(=O)N2c2ccc(C)cn2)c1 (stereo not drawn)
  2%	-28	2%	-2	6%	20	?	-2%	-2	12%
- CC(=O)Oc1ccccc1-c1nc(C)nc(N(C)C(C)=O)n1
  1%	-6	5%	-9	1%	2	?	-6%	5	12%
- CN(C(=O)COC(=O)c1ccc([N+](=O)[O-])cc1)c1ccccc1
  -8%	-3	0%	-8	5%	2	-11%	4%	-1	?

The list itself, from the first entry:
Fields: USP2a inh	TSHR antagonist	A-T KAP1 phos	KCNH2 3.1 inh	Mito fusion act	TRPV1 agonist	ELG1 repair inh	TCR act	hERG WT inh	Eya2 phos inh
- CC1Cc2ccccc2N1C(=O)CSc1nc(-c2ccco2)cc(C(F)(F)F)n1 (stereo not drawn)
  1%	0	10%	2	-3%	0	-14%	6%	2	-1%
- CCc1cccc(NC2c3ccccc3C(=O)N2c2ccc(C)cn2)c1 (stereo not drawn)
  2%	-28	2%	-2	6%	20	?	-2%	-2	12%
- CC(=O)Oc1ccccc1-c1nc(C)nc(N(C)C(C)=O)n1
  1%	-6	5%	-9	1%	2	?	-6%	5	12%
- CN(C(=O)COC(=O)c1ccc([N+](=O)[O-])cc1)c1ccccc1
  -8%	-3	0%	-8	5%	2	-11%	4%	-1	?
- O=C(CSc1nc2ccccc2c(=O)[nH]1)Nc1ccccc1C(F)(F)F
  2%	-10	4%	0	-1%	2	-1%	-7%	13	10%
- C[C@@]12CC(=O)NC1N(C(=O)c1cccc(C(F)(F)F)c1)C(c1ccccc1OC(=O)c1cccc(C(F)(F)F)c1)C2 (stereo partly drawn)
  -1%	4	-14%	-5	-4%	13	?	-2%	-4	-44%
- COc1cccc(OCC(=O)N2CCC3(CC2)CC(=O)c2ccccc2O3)c1
  0%	-2	10%	-4	4%	-3	-6%	.	-5	1%
- O=C(N/N=C/c1sc(N2CCOCC2)nc1-c1ccccc1)c1cccc(S(=O)(=O)N2CCOCC2)c1
  1%	-2	-27%	22	6%	3	4.6µM*	1%	-5	1%
- Cc1ccc(C2C(N)C(=O)N2c2ccc(C)cc2)cc1 (stereo not drawn)
  0%	16	-14%	-6	-20%	12	-5%	9%	11	10%
- COc1ccc(Br)cc1C1Nc2cccc3cccc(c23)N1
  -13%	6	2%	-47	-16%	-2	-9%	0%	-3	-19%

Remaining list, next part
Fields: USP2a inh	TSHR antagonist	A-T KAP1 phos	KCNH2 3.1 inh	Mito fusion act	TRPV1 agonist	ELG1 repair inh	TCR act	hERG WT inh	Eya2 phos inh
- CC(C)(C)n1nnnc1C(c1ccc2ncccc2c1)N1CCC(O)CC1 (stereo not drawn)
  0%	17	-3%	-8	-5%	-4	13%	12%	6	5%
- COC(=O)c1ccccc1NC(=O)CN(C)S(=O)(=O)c1ccc(OC)cc1
  1%	-5	-4%	-8	7%	10	?	-2%	-1	-6%
- C[n+]1ccn(CC(=O)c2cc(C(C)(C)C)c(O)c(C(C)(C)C)c2)c1
  0%	-5	-1%	-2	2%	-2	-5%	-9%	-2	0%
- Cc1noc(C)c1NC(=O)N(C)C[C@H]1Oc2c(NC(=O)Nc3ccc4c(c3)OCO4)cccc2C(=O)N([C@H](C)CO)C[C@@H]1C
  1%	-3	3%	6	.	.	15%	0%	-3	20%
- Cc1ccc(NC(=O)NCCN2CCCCC2)cc1Cl
  0%	-9	-1%	-33	-3%	5	26%	3%	11	-3%
- Cc1nc(OCc2ccccc2)c2sc3nc4c(cc3c2n1)COC(C)(C)C4
  4%	-11	-10%	1	1%	-5	-3%	-6%	-11	7%
- COC(=O)c1sccc1-c1ccc(/C=N/OC(=O)c2cccs2)o1
  1%	-1	1%	0	4%	0	-14%	2%	13	10%
- O=C(CN1C(=O)NC2(CCOc3ccccc32)C1=O)Nc1ccc2c(c1)OCCO2 (stereo not drawn)
  2%	6	.	2	1%	-4	0%	5%	-1	0%
- Cc1ccccc1-c1nnc(SCc2ccccc2)o1
  -1%	-23	15%	-7	15%	17	?	-5%	-8	8%
- CCSCc1nnc(SCC(=O)Nc2ccc(F)cc2)n1CC
  1%	11	-4%	-3	-5%	0	10%	1%	-4	-7%

(cont.)
canonical_smiles | USP2a inh | TSHR antagonist | A-T KAP1 phos | KCNH2 3.1 inh | Mito fusion act | TRPV1 agonist | ELG1 repair inh | TCR act | hERG WT inh | Eya2 phos inh
CCN(Cc1nc(-c2ccccc2)no1)C(=O)c1ccoc1C | -1% | 2 | -7% | -5 | 3% | 6 | -9% | -1% | -6 | 1%
COc1ccccc1NC(=O)N(C1CCCC1)C1CCN(C(C)=O)CC1 | 3% | 2 | 9% | -21 | -1% | -4 | 8% | 2%[46.1 µM] | 2 | 4%
Cc1ccn2c(C(=O)CSc3ccc(Cl)cc3Cl)c(C)nc2c1 | 1% | 16 | -1% | -3 | 1% | 11 | 19% | 5% | 4 | 6%
O=C1Nc2cc3c(cc2C1=O)sc1ccccc13 | 0% | 14 | 3% | 12 | -4% | -2 | -18% | -2% | -4 | 14%
CCOc1ccc(N(C)S(=O)(=O)c2cc(-c3cc(C)no3)ccc2C)cc1 | -2% | -16 | 2% | -9 | 4% | ? | ? | -2% | -30 | -17%
Cc1nc(C(=O)NCc2ccccc2)sc1C1(C)CC(c2cccnc2)=NO1 (stereo not drawn) | 3% | -7 | -5% | 8 | 4% | 1 | ? | -30% | 10 | 1%
CCOC(=O)c1c(NC(=O)Cc2cccs2)sc(C(=O)NC2CCCC2)c1C | 2% | -6 | 5% | -16 | 0% | ? | 1% | -39% | 35 | -28%
CC(NS(=O)(=O)c1ccc(Cl)cc1)C(=O)NCc1ccco1 (stereo not drawn) | 3% | -3 | -5% | -14 | 1% | 0 | -7% | -27% | -10 | 16%
Cc1cccc(N2CCN(C(=O)c3ccccc3SCC(=O)N3CCCC3)CC2)c1C | -2% | -21 | 5% | -2 | 3% | 21 | ? | 2% | 8 | 8%
O=S(=O)(O/N=C1\CCCc2ccccc21)c1ccc(Cl)cc1 | 1% | 23 | 4% | 7 | 1% | -4 | 21% | 4% | -3 | -13%
CCOc1ncccc1C(=O)OCc1cn2cc(Cl)ccc2n1 | 2% | -1 | . | 9 | -1% | 8 | -1% | . | -7 | -4%
O=c1[nH]c(Cc2ccccn2)nc2scc(-c3ccc(Cl)cc3)c12 | 9% | -2 | 2% | . | 1% | 0 | ? | -3% | 12 | 13%

Next part.
canonical_smiles | USP2a inh | TSHR antagonist | A-T KAP1 phos | KCNH2 3.1 inh | Mito fusion act | TRPV1 agonist | ELG1 repair inh | TCR act | hERG WT inh | Eya2 phos inh
O=C1C2CCCN2C(c2ccccc2F)N1c1ccc(Cl)cc1 (stereo not drawn) | -2% | 11 | 3% | -11 | 3% | 9 | 10% | 2% | 0 | -11%
CC(=O)Nc1ccc(OCC[n+]2cccc(C(N)=O)c2)cc1 | 2% | 4 | -1% | -24 | 3% | -1 | 20% | -3% | 0 | -2%
O=C(N/N=C/c1cccc([N+](=O)[O-])c1)c1nc2ccccc2c(=O)[nH]1 | 2% | -3 | 5% | -1 | -2% | 0 | ? | 3% | -5 | 19%
Cc1cc(NC(=O)CSc2ccc3nnc(CCNS(=O)(=O)c4ccccc4)n3n2)no1 | 1% | 3 | -6% | . | -7% | -1 | 6% | 1% | 21 | 9%
COc1ccccc1CNC(=O)c1ccc(S(=O)(=O)N(C)C)cc1 | -2% | -2 | -5% | 12 | -2% | 13 | 4% | . | -16 | -6%
Cc1cc(OCc2ccc(F)cc2)nc(-c2ccccc2O)n1 | -2% | -10 | 8% | 2 | 3% | 2 | 1% | 4% | 7 | -4%
CCN(CC)CCNC(=O)c1cccc(NC(=O)C(=O)c2cc(Br)ccc2NC(C)=O)c1 | 1% | 1 | 4% | -12 | 6% | 2 | 0% | 3% | ? | 5%
CCCC(=O)Nc1ccc(C(=O)NCCCn2ccnc2)cc1 | -1% | -2 | 2% | 2 | 5% | -3 | 25% | -5% | -2 | -21%
O=C1OCC/C1=C\c1ccccc1O | 4% | 5 | 1% | -18 | 1% | -3 | 6% | . | -3 | -21%
COc1ccc(S(=O)(=O)N2CCN(C(=O)CCNC(=O)c3ccccc3Cl)CC2)cc1 | 0% | -18 | -1% | 7 | -4% | 5 | 3% | 5% | 0 | 0%
CN1C(=O)CC(n2c(CO)nc3ccccc32)C1=O (stereo not drawn) | 1% | 9 | -2% | -4 | -6% | 0 | 1% | 3% | -1 | 4%
